Screening results (PubChem BioAssay)
Menin-MLL TR inh: qHTS Assay for Inhibitors Targeting the Menin-MLL Interaction in MLL Related Leukemias: Competition With Texas Red Labeled MLL-derived Mutant Peptide. Menin + Texas Red MLL mutant peptide, fluorescence polarization. Potency, µM (doses to about 61.6 µM), without a hit: at the top dose FP activity change, negative = inhibition, usual class: inhibitors. 270,000 compounds, 0.23% hits. AID 1768, 2009; active = well fitted inhibition curve with a large enough effect in the polarisation, with a control signal flat, not every such curve was filed as active; inconclusive = small, poorly fitted or top-dose-only effect, or effect the other way, or a change in a side signal; inactive = no such curve, though single readings can be large or run the other way; the % refers to the polarisation; note: potency is the fitted concentration of half-maximal effect; % of control where 0% means no effect; many of its hits are not listed in these tables
Giardia kill: Small Molecules that selectively kill Giardia lamblia: qHTS. Giardia lamblia trophozoite viability. activity change, % at 7.66 µM, hits read low. 340,000 compounds, 0.15% hits; in the data active = activity change below about -80%; inconclusive = between about -30% and that limit;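 note: parasites exposed to compound for two days anaerobically before the ATP read; % is set by controls: 0 for no effect and ±100 for the full control effect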
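Trophozoites 100 cells/well + cpd; 48 hrs, 37 deg C, anaerobic. ATPLite 1-Step added, 15-30 min RT, luminescence read (ATP-based viability).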
KCNH2 WT inh: qHTS for Inhibitors of KCHN2 3.1: Wildtype qHTS | U2OS, BacMam KCNH2, thallium flux FluxOr; hits give low values | 340,000 compounds, 0.37% hits | Voltage-gated inwardly rectifying potassium channel KCNH2 (Homo sapiens), Q12809 | AID 720551, 2013 | activity change, % at 1.84 µM;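 active = maximum activity change below -70%; inconclusive = maximum activity change between -70% and -50%; inactive = maximum activity change above -50%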; note: % is set by controls: 0 for no effect and ±100 for the full control effect
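U2OS cells transduced with wild-type KCNH2 virus are loaded with FluxOr dye for 45 min, and thallium flux is measured in kinetic reads before and after stimulation buffer. Rate constants are normalized to DMSO controls.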
USP2a inh: qHTS Assay for Inhibitors of Ubiquitin-specific Protease USP2a Using CHOP2 as the Reporter. Ubiquitin carboxyl-terminal hydrolase 2 (Homo sapiens), O75604. USP2 core, Ub-CHOP2 coupled fluorogenic reporter, 485/531. Potency, µM (highest dose often 38.3 µM), for inactives: top-dose activity change, negative = inhibition, most hits filed as inhibitors. 330,000 compounds, 0.01% hits. AID 463254, 2010;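 note: potency is the fitted concentration of half-maximal effect; plate controls were DMSO wells for no effect and full inhibition by NEM control for full effect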
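Cell-free coupled assay: 10nM USP2 core preincubated 30min RT with compound in Tris-HCl pH 8.0/CaCl2/CHAPS buffer, then 25nM Ub-CHOP2 and 25nM reporter substrate; fluorescence (Ex 485/Em 531) read after 60min RT, normalized to NEM inhibition, concentration-response curves fitted.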
GALK inhibitor: qHTS Assay for Inhibitors of Human Galactokinase (GALK); P51570; AID 1868, 2009; Potency, µM (highest dose often 57.5 µM), inactives show at the highest dose activity change, negative = inhibition, usual class: inhibitors; Purified GALK, Kinase-Glo residual ATP luminescence; 270,000 compounds, 0.007% hits; note: potency is the fitted concentration of half-maximal effect; % is set by controls: 0 for no effect and ±100 for the full control effect
Target sequence (P51570 whole entry, looked up): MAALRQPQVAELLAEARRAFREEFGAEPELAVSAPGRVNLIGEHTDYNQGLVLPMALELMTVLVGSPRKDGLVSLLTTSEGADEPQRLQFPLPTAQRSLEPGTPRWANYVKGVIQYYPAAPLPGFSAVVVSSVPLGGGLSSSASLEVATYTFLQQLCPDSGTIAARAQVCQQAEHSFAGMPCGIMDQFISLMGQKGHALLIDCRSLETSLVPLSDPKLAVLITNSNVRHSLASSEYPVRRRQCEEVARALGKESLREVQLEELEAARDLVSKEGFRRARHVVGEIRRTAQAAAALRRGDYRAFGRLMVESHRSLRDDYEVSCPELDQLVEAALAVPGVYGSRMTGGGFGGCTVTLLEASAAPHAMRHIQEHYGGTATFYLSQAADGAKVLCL
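The enzyme phosphorylates galactose (100 uM) using ATP (35 uM); inhibition is detected as higher residual ATP, quantified by bioluminescence after 1 h reaction at room temperature, pH 8.0.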
FBPA coupling cs: qHTS Assay for Inhibitors of Fructose-1,6-bisphosphate Aldolase from Giardia Lamblia: Coupling assay counterscreen | coupling enzyme system counterscreen, AmpLite Red fluorescence | activity change, negative = inhibition, % at 58.2 µM, hits read low | 290,000 compounds, 0.67% hits | AID 2472, 2010; in the data active = activity change below about -30%; note: % is set by controls: 0 for no effect and ±100 for the full control effect
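Coupling enzymes only (glyceraldehyde-3-phosphate) + compound, at 57.5 uM final, 10 min RT; add substrate/coupling/AmpLite Red mix, 20 min RT; fluorescence ex 525/em 598 nm. Actives flag coupling-system interference.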
PKM2 activator: qHTS Assay for Activators of Human Muscle isoform 2 Pyruvate Kinase; purified PKM2, Kinase-Glo ATP luminescence, activation; response scale: 0% is enzyme alone, no compound; AID 1631, 2009; 260,000 compounds, 0.34% hits; Pyruvate kinase PKM (Homo sapiens), P14618; Potency, µM (series often up to 57.5 µM), for the others: at the top dose activation, actives largely listed as activators; note: potency is the fitted concentration of half-maximal effect; % is set by controls: 0 for no effect and ±100 for the full control effect; nearly all actives have a fitted effect of over 55% in size
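Kinase-Glo luminescence reports ATP generated from ADP (0.1 mM) and PEP (0.5 mM) by purified hPK-M2 after 1 h at room temperature, pH 7.2 imidazole buffer; intermediate enzyme activity allows detecting inhibitors and activators.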
B2AR arrestin: qHTS assay of beta-arrestin-biased ligands of beta2-adrenergic receptor; Beta-2 adrenergic receptor (Homo sapiens), P07550; beta-arrestin recruitment to beta2AR, cell-based reporter; Potency, µM (titrated, usually from 46.1 µM), for inactives: at the highest dose activation, hits mostly activators; 330,000 compounds, 0.02% hits; AID 492947, 2010;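 note: potency is the fitted concentration of half-maximal effect; 0% = DMSO controls and full agonism = EC100 isoproterenol or metaproterenol; nearly all actives have a fitted effect of over 65% in size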
Target sequence (P07550 whole entry, looked up): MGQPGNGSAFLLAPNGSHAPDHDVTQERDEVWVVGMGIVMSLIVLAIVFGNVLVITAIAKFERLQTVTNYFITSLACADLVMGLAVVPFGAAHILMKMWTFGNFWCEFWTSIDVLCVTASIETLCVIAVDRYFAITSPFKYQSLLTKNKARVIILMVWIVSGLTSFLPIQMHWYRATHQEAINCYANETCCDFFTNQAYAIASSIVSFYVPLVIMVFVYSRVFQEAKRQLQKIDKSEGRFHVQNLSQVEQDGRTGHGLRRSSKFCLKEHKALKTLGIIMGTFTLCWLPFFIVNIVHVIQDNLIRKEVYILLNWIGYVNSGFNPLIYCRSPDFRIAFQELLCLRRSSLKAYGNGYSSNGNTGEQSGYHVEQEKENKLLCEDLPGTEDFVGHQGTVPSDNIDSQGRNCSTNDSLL
TRPV1 ag: HTS Assay for Compounds that Act as Agonists of the Vanilloid Receptor 1; Transient receptor potential cation channel subfamily V member 1 (Homo sapiens), Q8NER1; TRPV1-expressing cells, Fluo-8 calcium influx, agonist mode; activation, % at 8.33 µM; 320,000 compounds, 0.19% hits; in the data active = activation above about 80%; inconclusive = between about 30% and that limit; note: 0% is about no effect
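Fluo-8 calcium influx in TRPV1-expressing cells, kinetic read (ex 480/em 520 nm). Compound added and read 3 min for agonist activity, followed by capsaicin at EC20 final and 2 min further read for enhancement.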
CXXC DNA block: qHTS Fluorescence Polarization Assay for Inhibitors of MLL CXXC domain - DNA interaction; Histone-lysine N-methyltransferase 2A (Homo sapiens), Q03164; MLL-CXXC / FITC-HOXA9 DNA fluorescence polarization; Potency, µM (titrated, usually from 115 µM), for inactives: at the top dose activity change, negative = inhibition, usual class: inhibitors; 290,000 compounds, 0.037% hits; AID 2662, 2010; active = well fitted inhibition curve with a large enough effect in the polarisation, with a control signal flat, not every such curve was filed as active; inconclusive = small, poorly fitted or top-dose-only effect, or effect the other way, or a change in a side signal; inactive = no such curve, though single readings can be large or run the other way; the % refers to the polarisation; note: potency is the fitted concentration of half-maximal effect
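Steps: dispense CXXC domain solution (7 uM) → pin compounds or unlabeled HOX-A9 DNA control → 5 min ambient → add FLSN-HOX-A9 solution (50 nM) → spin → 30 min ambient → fluorescence polarization. Tris pH 7.5/NaCl/DTT/BSA buffer.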
KCNH2 3.1 block: qHTS for Inhibitors of KCHN2 3.1: Mutant qHTS; Potassium voltage-gated channel subfamily H member 2, brain isoform KCNH2 3.1 (human); U2OS KCNH2 3.1, thallium flux FluxOr; hits give low values; activity change, % (tested at about 1.8 µM); 340,000 compounds, 0.95% hits; AID 720553, 2013;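 active = maximum activity change below -70%; inconclusive = maximum activity change from -70% to -50%; inactive = maximum activity change above -50%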;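 note: thallium influx rate constant from kinetic fluorescence after stimulation buffer; % is set by controls: 0 for no effect and ±100 for the full control effect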
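U2OS cells transduced with KCNH2 3.1 mutant virus (1.77 x 10^8 /mL, 4 h), plated overnight at 37 C, loaded 45 min with FluxOr dye plus Red40 quencher. Thallium flux rate constant from kinetic reads after stimulation buffer, normalised to controls.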
* hit, by the source's call; ? = inconclusive; nt = no result given; [ ] = remark or other dose. Unless noted, calls come from the whole dose curve; as a rule, active = well fitted curve in the direction sought with a large enough effect; inconclusive = small, poorly fitted or top-dose-only effect, or another doubt; inactive = no such curve, though single readings can be large; an effect the other way counts as inactive or inconclusive.

Every second line gives: Menin-MLL TR inh, Giardia kill, KCNH2 WT inh, USP2a inh, GALK inhibitor, FBPA coupling cs, PKM2 activator, B2AR arrestin, TRPV1 ag, CXXC DNA block, KCNH2 3.1 block
- COc1ccc(C(C)=O)cc1CN(c1ccccc1OC)S(=O)(=O)c1cccs1
  6%, 4, 5, 0%, 6%, 3, 6%, -0.4%, 9, -2%, -27
- Cc1ccc(NC(=O)CNC(=O)c2ccco2)c(Cl)c1
  -22%, 17, -2, 0%, -1%, 5, nt, -0.4%, 0, 10%, 5
- Cc1ccc(Cl)cc1Nc1nc(-c2sc(NC(=O)c3cccc(Cl)c3)nc2C)cs1
  ?, nt, nt, -1%, -3%, 0, -2%, 0.5%, -2, 9%, nt
- COc1ccc(Cl)cc1S(=O)(=O)N1CCCC(C(=O)NCc2ccncc2)C1 (stereo not given)
  -3%, -15, 11, 1%, 4%, -1, -1%, -0.4%, 2, -5%, 9
- Cc1nc(N2CCN(c3ccccc3)CC2)nc2c1C(=O)CCC2
  -25%, 2, 9, 3%, 0%, -1, -25%, -0.2%, -7, -1%, 4
- O=C(O)c1ccc(NC(=S)NC(=O)c2cccc(COc3ccccc3)c2)cc1
  ?, 8, -3, 3%, -2%, 2, -2%, -0.2%, 6, -3%, -4
- CC(C)NC(=O)c1ccc2c(c1)N(CC(=O)N1CCCC1)C(=O)C(C)(C)O2
  3%, 10, -28, 1%, -5%, 2, 0%, 0.5%, -4, 41%[activator], 19
- Cc1cccc(C)c1NC(=O)NN1C(C)CCCC1C (stereo not given)
  -6%, 17, -3, 1%, 0%, 4, 0%, -0.3%, 4, 4%, -11
- Cc1cc(C)nc(NC2=NCCN2C(=S)Nc2ccc(C)c(C)c2)n1
  nt, -9, -2, 3%, 2%, 0, 1%, -0.2%, 1, -6%, 10
- O=C(O)C/C(=C\c1cc2c(cc1Br)OCO2)c1nc2ccccc2s1
  23%, -6, -2, -5%, -1%, 10, 4%, -0.1%, -2, 30%, 7
- Cc1[nH]c2ccc(C(=O)OC(C)C(=O)NC3CCCCC3C)cc2c1C (stereo not given)
  nt, -4, -11, -1%, nt, nt, nt, 0.3%, 21, nt, -2
- CC(C)(C)C(=O)Nc1ccc(N2CCN(c3ccc(C(F)(F)F)cn3)CC2)nc1
  nt, 7, 7, -2%, 8%, 6, -8%, 3.8%, -2, 7%, -2
- COC(=O)CNc1cc(S(=O)(=O)N2CCCCC2)ccc1Oc1cccc(C)c1
  14%, 17, 8, -7%, -1%, -6, 0%, -0.4%, 1, -4%, ?
- Cc1cccc(Oc2ncc(-c3ccc(Cl)cc3)cn2)c1C
  nt, -2, -14, 1%, -1%, -1, 17%, -0.5%, nt, 1%, nt
- Cc1cc(N(CC(=O)O)S(C)(=O)=O)ccc1Br
  -12%, -10, 4, 3%, -2%, 8, -6%, 0.1%, 0, -5%, -5
- Cc1ccc(NC(=O)C2c3ccccc3Oc3ccccc32)nc1
  -7%, 5, 7, 0%, -3%, -4, 2%, -0.4%, 20, 7%, 13
- CC(C)Cn1c(SC(C)C(=O)NCC2CCCO2)nc2ccc(Cl)cc2c1=O (stereo not given)
  nt, ?, 2, 1%, nt, nt, nt, -0.2%, ?, nt, 5
- Cc1sc2ncnc(NCc3ccccc3)c2c1C
  1%, 18, 10, -1%, -3%, 1, -2%, -0.8%, 27, 4%, 4
- CCOC(=O)c1ccccc1NS(=O)(=O)c1ccc(C)cc1
  6%, 38[activator], -49, -1%, 3%, -1, 5%, -0.6%, 3, 2%, 4
- CC(C)(C)c1ccc(/C=N/NC(=S)NCc2ccccc2)cc1
  15%, -12, 1, 1%, -4%, -6, 3%, -0.1%, -2, -2%, 1
- O=C(c1cccc(F)c1)N1CCN=C1SCc1cccnc1
  -3%, -18, 5, -1%, 2%, 2, 8%, -0.8%, 6, 72%[activator], 16
- C/C(CC(=O)Nc1ccccn1)=N\NC(=O)c1cccc(C)c1
  3%, 3, 5, 0%, 1%, -8, 10%, -0.2%, -2, 0%, 2
- CC1=NN(C(=O)COc2ccc(C)c(C)c2)C(O)(c2ccccc2)C1 (stereo not given)
  -1%, -1, -3, 0%, 0%, -1, -4%, -0.9%, 5, 14%, 1
- COc1ccccc1N1C(=O)c2ccc(C(=O)Nc3ccc(F)cc3)cc2C1=O
  31%[activator], 7, -1, 3%, -2%, 1, nt, 0.0%, ?, -3%, 0
- CC(=O)N1CCN(S(=O)(=O)c2cccc(C(=O)NCCc3ccc(Cl)cc3)c2)CC1
  nt, -19, -1, 1%, nt, nt, nt, -0.1%, 8, nt, -9
- CCCCn1c(SCC(=O)Nc2cc(C)on2)nnc1-c1ccco1
  nt, 6, 2, 1%, -2%, -1, 4%, 0.0%, 0, 5%, 2
- COc1cc(C(N)=O)cc(Cl)c1OCc1ccccc1
  6%, 13, 3, 7%, 1%, 0, -1%, -1.0%, 1, 12%, -2
- O=C1CC(=O)Nc2cc(S(=O)(=O)Nc3cccc(C(F)(F)F)c3)ccc2N1
  nt, -6, 0, 6%, -2%, nt, nt, -0.1%, 0, 11%, 11
- Cc1ccc(N(C)S(=O)(=O)c2cccc(C(=O)NCC(c3ccco3)N3CCCC3)c2)cc1 (stereo not given)
  nt, 9, 0, 1%, nt, nt, nt, 2.9%, 4, nt, -1
- O=C(C1=NN(c2ccccc2)C2C(=O)N(c3ccc(Cl)cc3)C(=O)C12)c1ccccc1 (stereo not given)
  ?, -3, 0, 3%, 3%, 1, -13%, 0.1%, -2, -5%, 1
- Cc1cccc(NC(=S)N2CCC(C(N)=O)(N3CCCCC3)CC2)c1C
  -17%, -10, -6, -1%, 15%, -2, nt, -0.3%, 3, -4%, 5
- Cc1ccc(F)cc1NC(=O)/C=C/c1ccc(S(=O)(=O)N2CCOCC2)cc1
  nt, -5, -4, 0%, nt, nt, nt, 0.3%, nt, nt, -7
- CNc1nc(-c2c(C)n(C)c3ccc(OC)cc23)cs1
  -19%, -2, 5, 3%, -5%, -9, nt, 0.5%, -2, -2%, -3
- Cc1ccc(C(C(=O)NC2CCCCC2)N(CC2CCCO2)C(=O)CCCC(=O)Nc2ccccn2)cc1 (stereo not given)
  -15%, -3, 5, -2%, -3%, -1, 0%, 0.3%, -2, -2%, -1
- Oc1ccc(-c2[nH]ncc2-c2nc3ccccc3s2)c(O)c1
  21%, -22, -17, 1%, 6%, 4, -1%, -0.2%, -2, -3%, 19
- COC(C[C@H]1O[C@H]1[C@H](O)[C@@H](C)OCc1ccccc1)OC
  nt, 10, 5, -8%, -2%, 2, -1%, -0.9%, -5, 0%, -19
- O=C(Nc1ccccc1-c1ccccc1)NC1CCN(C(=O)N2CCOCC2)CC1
  1%, 8, -1, -2%, -2%, 1, 3%, 2.4%, 3, 2%, -1
- CCC(C)(c1ccc(C=O)s1)c1ccc(C=O)s1
  24%, 11, 5, 1%, 1%, 0, 0%, 0.1%, -3, 2%, -5
- Cc1cccc(C(=O)NCC(c2ccco2)N2CCc3ccccc32)c1 (stereo not given)
  nt, 27, -4, -2%, nt, nt, nt, 0.4%, 0, nt, 2
- Cn1c(SCC(=O)N/N=C/c2ccc([N+](=O)[O-])s2)nnc1-c1ccc(Cl)cc1
  -12%, 8, 6, 4%, 0%, 2, -2%, 8.6%, -5, 14%, 2
- COc1ccc(CNC(=O)C/C(C)=N/NC(=O)C(c2ccccc2)c2ccccc2)cc1
  -14%, -10, 0, 2%, -3%, 1, -6%, 0.5%, 3, -11%, -9
- COc1ccc(C(C)=O)c2c(O)cccc12
  -7%, -6, -2, 2%, 1%, -37*, 6%, -0.3%, 3, -2%, -1

The list is partial; the hit share may differ from the screen's.
